# cardiac RTF act – increases calcium sensitivity of human cardiac regulated thin filaments; P19429+P45379; IANBD-labeled TnC RTF fluorescence at EC20 calcium; 0% EC20 calcium, 100% full calcium; activation, % at 7.2 µM; 0.24% of 340,000 active; AID 493008;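 active = activation above the mean over all tested compounds plus 3 SD, cut at about 30% in these data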;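 also: rise in fluorescence read as greater calcium sensitivity of cardiac thin filaments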
# HTR5A ag – counter-screen for OPRM1-OPRD1 agonists: human HTR5A agonism. P47898. HTR5A agonist assay, luminescence, cell-based. activation, % at 9.3 µM. 0.61% of 340,000 active. AID 504692; in the data active = activation mostly above about 9.5%, no sharp cut-off; inactive = mostly below about 7.6%;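 also: 0% = cells with vehicle only and 100% = reference agonist; strong numbers were not always called active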
# dFosB activator – activators of mouse delta FosB homodimer | purified delta FosB, TAMRA-CDK5 oligo fluorescence polarization; percent of positive-control signal above neutral wells | AID 493131 | P13346 | activation, % at 25 µM | 0.99% of 340,000 active;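 active = mean activation above about 17%, with every replicate also reaching it, limit read from the data, passing the limit was not always enough; inconclusive = only one of the two conditions met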;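 also: fluorescence polarization rise as delta FosB binds a TAMRA Cdk5 AP-1 oligo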
# Target sequence (P13346 whole entry, looked up): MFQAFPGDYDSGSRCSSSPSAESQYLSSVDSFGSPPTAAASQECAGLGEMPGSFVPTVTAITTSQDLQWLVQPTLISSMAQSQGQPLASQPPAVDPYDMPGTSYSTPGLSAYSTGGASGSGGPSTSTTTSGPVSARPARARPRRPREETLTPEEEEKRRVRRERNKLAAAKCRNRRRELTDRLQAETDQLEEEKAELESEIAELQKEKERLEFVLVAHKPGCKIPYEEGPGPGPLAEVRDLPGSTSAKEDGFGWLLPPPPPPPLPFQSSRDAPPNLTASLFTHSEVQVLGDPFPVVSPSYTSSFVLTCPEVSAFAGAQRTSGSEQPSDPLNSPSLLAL
# SR-BI HDL uptake – inhibitors of mouse SR-BI mediated HDL lipid uptake; Q61009; 0.96% of 320,000 active; ldlA[mSR-BI] CHO cells, DiI-HDL uptake fluorescence, 3 h; AID 488896; inhibition, % at 12.5 µM;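 active = mean replicate inhibition of at least 70% and a set share of replicates each scoring 70 or more; inconclusive = meets just one of the two criteria; inactive = fails both criteria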;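 also: 0% = median of neutral control wells and 100% = median of positive control wells; values of inactives mirror those of a sister screen read the other way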
# Rtt109 Vps75 – inhibitors of Candida albicans Rtt109/Vps75 histone acetyltransferase | Q5AAJ8 | purified Rtt109/Vps75, ThioGlo CoA-SH fluorescence, 4 h | inhibition, % at 34.9 µM | 0.16% of 330,000 active;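 active = inhibition of at least 50% in every replicate; inconclusive = best replicate reaches 50% inhibition but some replicates fall short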
# Target sequence (Q5AAJ8 whole entry, looked up): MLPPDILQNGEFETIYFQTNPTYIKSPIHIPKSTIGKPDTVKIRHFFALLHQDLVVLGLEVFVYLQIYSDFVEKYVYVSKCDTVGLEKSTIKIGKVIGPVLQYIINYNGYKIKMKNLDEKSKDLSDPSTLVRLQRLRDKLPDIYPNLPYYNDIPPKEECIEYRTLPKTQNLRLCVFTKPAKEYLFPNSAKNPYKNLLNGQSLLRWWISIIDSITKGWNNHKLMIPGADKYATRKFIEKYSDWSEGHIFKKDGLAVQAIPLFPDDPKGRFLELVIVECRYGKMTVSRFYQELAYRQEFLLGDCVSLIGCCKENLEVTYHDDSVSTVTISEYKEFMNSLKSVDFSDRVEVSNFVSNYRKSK
# CDK5 p35 inh – inhibitors of human CDK5/p35 kinase. Recombinant CDK5/p35, ADP-Glo luminescence, 60 min. AID 488839. Q00535+Q15078. inhibition, % at 10 µM. 0.01% of 330,000 active;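 active = highest replicate inhibition of at least 50% and at least 75% of replicates reaching 50%; inconclusive = only one of the two criteria met; inactive = both criteria failed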;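 also: plate controls were DMSO neutral control for no effect and GW8510 at 10 µM for full effect; many of its hits are not listed in these tables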
# MITF act – increases MITF-driven TRPM1 promoter luciferase signal; SK-MEL-5 TRPM1-promoter luciferase, 24 h; % of positive control, neutral wells = 0; activation, % at 12.5 µM; 0.75% of 300,000 active; AID 588334;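 active = mean activation of at least 80% with every replicate also reaching 80%; inconclusive = mean reaches 80% but some replicate falls short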;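 also: 0% = neutral control wells and 100% = parthenolide positive control wells; values of inactives mirror those of a sister screen read the other way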
# SR-BI uptake up – enhances SR-BI lipid uptake from DiI-HDL. CHO ldlA[mSR-BI] cells, DiI-HDL uptake fluorescence, 3 h; 100 = double the neutral-control signal. activation, % at 12.5 µM. 0.096% of 320,000 active. AID 504775;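 active = mean replicate activation of at least 60% and every replicate at or above 60%; inconclusive = mean or all-replicate condition met, but not both; inactive = mean below 60% and not all replicates reaching 60%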;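 also: 0% = median plate neutral-control signal and 100% = twice that signal; values of inactives mirror those of a sister screen read the other way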
#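 Assay system: CHO ldlA[mSR-BI] cells, LDL receptor-null, SR-BI overexpressing; medium: Ham's F12 with 0.5% BSA, HEPES 25 mM, pH 7.4; also added: DiI-HDL 10 µg/mL; timing: 3 h uptake period with compound, 37 °C; signal: DiI fluorescence, bottom read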
# PvdQ acylase – blocks Pseudomonas aeruginosa PvdQ acylase activity; 0.063% of 340,000 active; purified PvdQ acylase, fluorescence plate reader; inhibition, % at 10 µM; in the data active = inhibition above about 30%, passing the limit was not always enough; inconclusive = no clear call, values can overlap the other calls;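 also: 0% = vehicle neutral wells and 100% = reference inhibitor wells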
# Wnt act – Wnt/beta-catenin pathway activation | Wnt/beta-catenin reporter cell assay, activator, plate reader | activation, % at 9.35 µM | 1.2% of 300,000 active; in the data active = activation above about 30%, passing the limit was not always enough; inconclusive = no clear call, values can overlap the other calls;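 also: 0% = neutral control wells and 100% = positive control wells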
# * = called active by the depositor; ? = inconclusive; . = no result given.
SMILES,cardiac RTF act,HTR5A ag,dFosB activator,SR-BI HDL uptake,Rtt109 Vps75,CDK5 p35 inh,MITF act,SR-BI uptake up,PvdQ acylase,Wnt act
CN(Cc1ccc(OC(F)F)cc1)C(=O)c1ccc(S(=O)(=O)N(C)c2ccccc2)cc1,-2,-1,-18,28,1,-2.4,-3,-28,-16,-4
N=C(N)c1ccc(OCCCCCOc2ccc(C(=N)N)cc2)cc1,2,-3,-6,16,7,0.3,-9,14,12,-15
Cc1cccc(NC(=S)N(CCCN2CCOCC2)Cc2ccco2)c1,2,5,-4,-15,-7,-0.6,-12,15,-5,0
CCOCCCn1c(=S)[nH]c2cc3c(cc2c1=O)OCO3,-5,-2,7,4,-3,0.4,.,-4,-6,.
COc1ccc(C)cc1S(=O)(=O)N(C)CC(=O)Nc1ccccc1,-3,0,-12,.,0,-1.3,-6,.,-15,-1
Cc1ccc(NC(=O)C2=C(C(=O)O)CCCC2)cc1F,1,5,8,-33,-4,0.5,.,33,-8,0
COc1cc2c(cc1OC)C(C(=O)NCCN(C)C)C(c1cccs1)N(C)C2=O (stereo unspecified),-2,-2,0,-9,8,0.1,-3,9,2,0
Cc1cccnc1NC(=O)c1ccc(S(=O)(=O)NCc2ccco2)cc1,4,2,-7,-6,2,-4.7,0,6,-14,-2
O=C(Cn1nnc(-c2ccccc2)n1)N/N=C/c1cc([N+](=O)[O-])ccc1O,-2,1,-8,20,-4,-0.8,-14,-20,-7,-1
C[C@@H](NC(=O)OC(C)(C)C)c1nnc(S(=O)(=O)Cc2ccccc2)o1,.,.,-2,1,?,0.6,.,-1,-1,3
Cc1ccccc1NC(=O)CN1CCN(C)CC1,0,-3,-6,.,2,0.3,0,.,-14,-1
CC1Cc2cc(S(=O)(=O)NCc3ccccc3)ccc2N1C(=O)C1CCC1 (stereo unspecified),-1,3,-3,0,-6,1.0,-15,0,-6,-2
Cc1ncc(CN2CCN(CCc3ccccc3)C(CCO)C2)s1 (stereo unspecified),9,3,-3,-12,-3,-5.7,13,12,-12,1
CCn1c(CC(=O)Nc2ccc(C)cc2)n[nH]c1=S,8,-5,2,-22,0,-5.3,-10,22,-27,1
Cc1cccc(C2c3[nH]c4ccccc4c3CCN2C(=O)c2cc3c([nH]c2=O)CCCC3)n1 (stereo unspecified),1,1,-8,-11,2,-1.2,-1,11,4,-1
COc1ccc(CNC(=O)COC(=O)c2ccccn2)cc1,-1,2,-3,-12,-4,-2.6,11,12,-8,-1
Cc1cc(C)cc(Oc2nc(-c3ccccc3)cc(C)c2S(C)(=O)=O)c1,1,3,-13,18,1,0.1,6,-18,-11,.
COc1ccc(Cn2c(C(F)(F)F)ccc(C(N)=O)c2=O)cc1,1,-4,1,1,2,1.0,-5,-1,-8,0
CCOC(=O)c1cnc2cc3c(cn2c1=O)CCCC3,-5,-3,0,-11,-19,0.7,67,11,-5,.
COc1ccc(OC)c(C2C(C(N)=O)=C(C)Nc3nc(CCCO)nn32)c1 (stereo unspecified),-5,4,-1,-14,-13,-0.2,-1,14,-4,-2
COc1cc2c(cc1NC(=O)/C=C/c1ccc([N+](=O)[O-])cc1)oc1ccccc12,6,-2,-14,59,-2,-0.2,10,-59,-27,1
CCOC(=O)C1CCCCN1Cc1ccc(C(F)(F)F)cc1 (stereo unspecified),-3,3,6,8,-3,-2.3,6,-8,-4,.
COc1ccc(/C=N/NC(=O)CCOc2ccccc2C)cc1OC,0,2,-4,-35,-7,-3.1,3,35,-6,-1
Cc1ccc(-n2c(=S)[nH]c3nc4c(cc3c2=O)COC(C)(C)C4)cc1,2,5,-4,-43,-3,-0.4,8,43,-5,-2
Cc1cc(C)c2cc(C(=O)N3CCc4ccccc4C3)[nH]c2c1,-5,0,-5,30,-3,-0.3,-13,-30,-10,1
CO/N=C(\Cn1ncc(N2CCCC2)c(Cl)c1=O)c1ccc(Cl)cc1,0,1,0,-12,6,-0.9,3,12,-17,.
CCOC(=O)c1cc2sccc2n1Cc1ccccc1,-2,0,-11,16,13,0.9,4,-16,10,.
CCOC(=O)c1[nH]c(C)c(C(=O)OCC(=O)NC(C)c2ccc(F)cc2)c1C (stereo unspecified),-5,3,8,32,8,-1.0,-13,-32,8,-10
Nc1nc(SCC(=O)N2N=C3/C(=C/c4ccco4)CCCC3C2c2ccco2)n[nH]1 (stereo unspecified),-1,-1,-3,.,-1,0.2,-11,.,6,.
COc1cc(OC)c2c(-c3cccc(-c4ccc(CO)cc4)c3)cc(=O)oc2c1,0,4,-18,54,1,1.0,-77,-54,-6,.
CCN(CC(=O)NCc1cccs1)C(=O)c1cc(=O)[nH]c2ccccc12,6,-5,7,-5,-1,-0.9,0,5,-10,-4
CCOC(=O)/C(C#N)=C/c1c(N2CCN(C)CC2)nc2ccccn2c1=O,3,4,8,-34,1,0.5,8,34,-1,1
Cc1ccc(NC(=O)Cn2ncc(Cl)c(Cl)c2=O)cc1S(=O)(=O)N1CCCCC1,-4,-2,-11,12,0,-5.0,-96,-12,-12,-4
CCn1c(COc2ccccc2C)nnc1SCC(=O)N1CCN(c2ccccc2)CC1,0,-3,-15,3,6,0.0,-10,-3,-3,.
O=C(c1ccc(-c2ccc([N+](=O)[O-])cc2)o1)N1CCCC(C(F)(F)F)C1 (stereo unspecified),-10,1,-10,34,4,-0.5,56,-34,-7,2
NC(=O)c1ccc(NC(=O)COC(=O)CC2CC3CCC2C3)cc1 (stereo unspecified),2,0,-5,-11,0,-0.1,2,11,-18,-1
CCN(CC)C(=O)c1[nH]cnc1C(=O)NCC(=O)OC(C)(C)C,7,-2,-9,-14,10,1.0,1,14,10,0
COc1ccc(S(=O)(=O)N2CCN(CC3CC=CCC3)CC2)cc1 (stereo unspecified),-7,7,-4,-20,18,2.4,5,20,1,1
CCOC(=O)C(=O)Cc1nc(OCc2ccccc2)cc(OCc2ccccc2)n1,-1,-2,-13,8,-1,7.8,-8,-8,12,0
COc1ccc(S(=O)(=O)NCc2ccc3c(c2)cc(C)n3C)cc1,6,-5,-10,-41,-3,0.6,.,41,4,0

# Taken from above.
# HTR5A ag result of COc1ccc(S(=O)(=O)NCc2ccc3c(c2)cc(C)n3C)cc1 reads -5
# MITF act result of O=C(c1ccc(-c2ccc([N+](=O)[O-])cc2)o1)N1CCCC(C(F)(F)F)C1 (stereo unspecified) reads 56
# SR-BI HDL uptake result of COc1ccc(S(=O)(=O)N2CCN(CC3CC=CCC3)CC2)cc1 (stereo unspecified) reads -20

# The list continues.
SMILES,cardiac RTF act,HTR5A ag,dFosB activator,SR-BI HDL uptake,Rtt109 Vps75,CDK5 p35 inh,MITF act,SR-BI uptake up,PvdQ acylase,Wnt act
O=C(N1CCOCC1)C12CC3CC(C1)CC(n1cnc(Cl)n1)(C3)C2,7,-4,2,-8,8,2.6,5,8,7,0
COc1ccc(S(=O)(=O)n2ccnc2C)c(C)c1C,5,2,0,-15,5,-2.6,0,15,-13,1
CCCC(=O)c1c[nH]c(C(=O)NCCc2ccccn2)c1,-3,-2,-2,-19,0,1.0,10,19,-17,.
COc1ccc(CCNC(=O)C(C)OC(=O)c2nsc(Cl)c2Cl)cc1OC (stereo unspecified),-4,-7,-5,12,0,0.6,-2,-12,-14,0
COc1ccc(N=NC2C(=O)N(c3ccccc3)N=C2C)cc1 (stereo unspecified),0,1,-9,1,6,1.0,1,-1,-14,16
O=C(NCCc1cccs1)C1CC(c2ccc([N+](=O)[O-])cc2)=NO1 (stereo unspecified),-2,3,2,31,-5,1.0,91*,-31,-11,34*

# Compound profiles, as listed above. Order of screens: cardiac RTF act	HTR5A ag	dFosB activator	SR-BI HDL uptake	Rtt109 Vps75	CDK5 p35 inh	MITF act	SR-BI uptake up	PvdQ acylase	Wnt act
# Profile of `COc1ccc(N=NC2C(=O)N(c3ccccc3)N=C2C)cc1` (stereo unspecified) → 0	1	-9	1	6	1.0	1	-1	-14	16
# Profile of `COc1ccc(S(=O)(=O)n2ccnc2C)c(C)c1C` → 5	2	0	-15	5	-2.6	0	15	-13	1
# Profile of `O=C(NCCc1cccs1)C1CC(c2ccc([N+](=O)[O-])cc2)=NO1` (stereo unspecified) → -2	3	2	31	-5	1.0	91*	-31	-11	34*
# Profile of `O=C(N1CCOCC1)C12CC3CC(C1)CC(n1cnc(Cl)n1)(C3)C2` → 7	-4	2	-8	8	2.6	5	8	7	0

# Screens (PubChem)
